Compound activity as filed in PubChem.
FLuc stim CS: firefly luciferase counter-screen for stimulation assays; ATPlite luciferase biochemical, luminescence, 10 min; 0 = ATP-free wells, 1 = DMSO control; AID 1027; 200,000 tested, under 10 active; activation factor at 10 µM; P08659;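 active = luciferase activation factor, scaled between plate controls, of at least 2 with compound at 10 µM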
Target sequence (P08659 whole entry, looked up): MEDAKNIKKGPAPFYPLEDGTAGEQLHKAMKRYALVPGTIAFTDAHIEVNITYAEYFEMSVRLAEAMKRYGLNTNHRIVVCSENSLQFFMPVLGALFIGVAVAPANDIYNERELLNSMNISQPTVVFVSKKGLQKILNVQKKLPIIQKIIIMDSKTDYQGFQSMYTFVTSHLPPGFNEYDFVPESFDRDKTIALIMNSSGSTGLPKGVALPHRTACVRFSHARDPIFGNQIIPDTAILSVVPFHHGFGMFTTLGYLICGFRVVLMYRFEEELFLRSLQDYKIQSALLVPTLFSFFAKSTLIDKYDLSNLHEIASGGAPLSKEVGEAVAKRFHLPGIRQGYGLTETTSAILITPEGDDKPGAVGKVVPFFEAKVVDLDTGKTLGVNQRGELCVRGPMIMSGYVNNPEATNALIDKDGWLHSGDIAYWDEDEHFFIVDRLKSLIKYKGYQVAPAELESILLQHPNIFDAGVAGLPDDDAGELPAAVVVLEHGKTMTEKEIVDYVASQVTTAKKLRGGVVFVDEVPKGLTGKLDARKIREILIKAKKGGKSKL
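System: Luciferase/luciferin detection reagent, cell-free biochemical luciferase assay | Medium: PBS buffer for ATP | Dosing: Test compounds dosed from 2 mM stocks in 100% DMSO | Timing: 10 min at ambient temperature | Signal: Luminescence measurement of luciferase light output | Evaluation: Luciferase activation, seen as luminescence increase over controls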
APP transl inh: APP translation inhibition. SH-SY5Y APP 5'UTR-luciferase reporter, luminescence. inhibition, % at 2 µM. actives 0.82% (n = 190,000). AID 1285;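 active = inhibition above a set limit, derived from the sample mean plus 3 SD, cut at about 45% in these data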; note: values of inactives mirror those of a sister screen read the other way
NF-kB neuron act: NF-kB expression increase, human neuronal cells; fold change at 12.5 µM; NF-kB reporter expression; stronger effect = higher value; actives 1.6% (n = 190,000); in the data active = fold change above about 3.3
STAT1 activator: activators of IFN-gamma induced STAT1 signaling; NIH 3T3 STAT1-luciferase reporter, luminescence; 100% = IFN-gamma alone, no compound; activation (% of control), % at 5.5 µM; actives 2.6% (n = 200,000);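 active = activation above the screen-wide mean activation plus 3 SD, cut at about 130% in these data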;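 note: raw ratio to IFN-gamma control signal so 100% means no change and 0% no light; values of inactives mirror those of a sister screen read the other way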
G6PDH CS: L. mesenteroides G6PDH inhibition counter-screen. Purified L. mesenteroides G6PDH, diaphorase/resazurin coupled fluorescence, 45 min. inhibition, % at 5 µM. actives 0.12% (n = 200,000); in the data active = inhibition above about 50%
Hsp70 activator: Hsp70 transcriptional activation, primary screen; HeLa Hsp70 promoter luciferase reporter, luminescence; scaled: vehicle 0, proteasome-inhibitor control 100%; activation, % at 10 µM; actives 0.04% (n = 200,000);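 active = activation above the mean across all tested compounds plus 3 SD, cutoff set per campaign, cut at about 5.5% in these data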;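 note: 100% = MG132 at 30 µM as the positive control and 0% = DMSO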
APP 5'UTR act: APP 5'UTR luciferase reporter activation; SH-SY5Y APP 5'UTR luciferase reporter, luminescence; zero percent = DMSO vehicle wells; actives 1% (n = 190,000); activation, % at 2 µM;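 active = activation above a set limit, based on mean plus 3 SD of controls, cut at about 140% in these data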; note: values of inactives mirror those of a sister screen read the other way
Redox H2O2 prof: compounds producing H2O2 with reducing agent – biochemical, NIH compound library profiling, artefact control for MLSCN library redox annotation, primary screen. actives 0.03% (n = 200,000). activation, % at 10 µM. DTT-dependent redox cycling H2O2, phenol red/HRP absorbance; 100% = 100 µM peroxide control, 0% = buffer;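 active = activation of at least 50% relative to the plate's high and low controls in the primary single-dose screen; inactive = activation below 50%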;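 note: compound incubated with DTT at 0.8 mM final as the reducing agent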
Efa HMGR inh: inhibitors of class II HMG-CoA reductase from Enterococcus faecalis. actives 0.41% (n = 190,000). purified E. faecalis HMGR, NADPH absorbance 340 nm kinetic. inhibition, % at 10 µM;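 active = inhibition above a set limit, the median over all tested compounds plus 3 SD, cut at about 9.5% in these data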;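 note: enzyme runs in reverse so mevalonate oxidation gives rising NADPH absorbance; 0% = complete reaction with DMSO and 100% = background rate lacking mevalonate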
FLuc inhib CS: counter-screen for luciferase assay inhibitors: firefly luciferase inhibition | P08659 | ATPLite firefly luciferase biochemical luminescence, 10 min | inhibition, % at 10 µM | actives 1.5% (n = 200,000) | AID 1006;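 active = inhibition above about 50% when tested at 10 µM, limit read from the data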
* = called active by the depositor; x = no result given.

SMILES	FLuc stim CS	APP transl inh	NF-kB neuron act	STAT1 activator	G6PDH CS	Hsp70 activator	APP 5'UTR act	Redox H2O2 prof	Efa HMGR inh	FLuc inhib CS
CC(C)C1N(S(=O)(=O)c2ccccc2)CCN1S(=O)(=O)c1ccccc1	1.1	-5.1	0.96	93.5	1.4	-0.3	5.1	-1.1	0.5	-7.9
O=C(NC(=S)NCc1cccnc1)c1ccccc1[N+](=O)[O-]	1.1	17.0	0.95	94.9	4.0	-0.3	-17.0	-0.3	-2.4	-6.1
O=C(C1COc2ccccc2O1)N1CCc2ccccc21 (configuration not stated)	1	-50.4	1.88	130.9*	2.1	0.0	50.4	1.6	-0.1	0.1
CN(C)CCN(C)Cc1ccccc1Sc1cccc2ccccc12	1	-8.9	0.54	97.0	1.5	0.0	8.9	0.3	1.3	-2.6
Cc1ccccc1CN1C2=NCCCN2c2ccccc21	1.1	-2.8	1.16	91.2	0.7	0.3	2.8	0.3	-2.7	-5.6
CCOC(=O)NNC(=O)c1ccc(Cl)cc1	1	-10.1	1.24	99.2	7.1	0.5	10.1	-6.3	-3.1	3.5
COc1cccc(CNC(=O)Cn2nc(-c3ccc(Cl)cc3)ccc2=O)c1	1.1	-2.7	1	91.2	-1.0	0.0	2.7	-2.5	1.8	-7.5
CC(C)(CC(=O)N1CCN(c2ccc(Cl)cc2)CC1)CC1=NS(=O)(=O)c2ccccc2N1	1.1	-3.5	0.54	90.6	13.1	-0.5	3.5	-0.2	0.9	-9.8
COc1ccc(/C(O)=C2/C(=O)C(=O)N(CCN3CCOCC3)C2c2ccccn2)cc1 (configuration not stated)	1.1	16.3	1.31	142.8*	9.1	0.4	-16.3	0.4	-3.4	-5.5
CCOc1ccc(-n2c(=O)c3c4c(sc3n(CC(=O)NCCCOC)c2=O)CCCCC4)cc1	1	10.0	0.79	102.8	10.0	-0.1	-10.0	-0.8	-1.6	-2.6
O=C(O)c1cnc(-c2ccccc2)nc1Sc1ccc(Cl)cc1Cl	1.1	3.2	1.04	101.0	1.2	0.2	-3.2	1.8	1.3	-5.7
CCC(=O)Nc1c(C)n[nH]c1C	1	-1.3	1.03	101.7	7.5	-0.2	1.3	-0.1	-2.3	-2.8
O=C(CCC(=O)c1cccs1)NC1CCCCCC1	1	-18.6	1.51	104.3	4.7	-0.2	18.6	-1.6	-2.7	2.2
Cc1oc(-c2ccc3c(c2)OCCO3)cc1C(=O)O	0.4	-25.4	2.52	92.5	6.2	-0.4	25.4	-1.9	-2.1	61.6*
CCN(C(=O)CSc1nnc(Cn2nnc3ccccc32)o1)c1nc(-c2ccccc2)cs1	1	13.6	1.06	100.7	4.0	-0.1	-13.6	0.0	-3.1	-4.0
COc1cc(/C=N/NC(=O)CN(Cc2ccco2)S(=O)(=O)c2ccccc2)ccc1O	1	x	0.8	93.2	3.1	0.8	x	-0.4	3.2	-4.2
COc1ccc(Cl)cc1NC(=O)CC(C)=O	1.1	-10.4	1.23	103.4	12.4	-0.4	10.4	-0.5	-0.5	-7.6
COC(=O)c1ccccc1NC(=O)C1CCN(C(=O)c2ccc(OC)cc2)CC1	1	-1.0	0.96	97.2	-5.7	0.3	1.0	-8.3	-5.9	-4.2
Cc1ccc(-n2cc(CN3CCC(O)(c4ccccn4)CC3)c(-c3ccc(F)cc3)n2)cc1	1	7.0	1.66	105.8	11.6	-0.3	-7.0	-0.5	-7.3	-1.7
Fc1ccccc1OCCCCn1cncn1	1	-3.5	1.17	94.2	4.6	-0.4	3.5	1.5	-6.3	-4.9
COc1ccccc1-n1cc(-c2ccc(Cl)cc2)[nH]c1=O	1.1	8.8	1.15	94.3	7.6	-0.3	-8.8	-0.1	-4.9	-5.3
CC1CCCC(NC(=O)COC(=O)Cc2ccc(Br)cc2)C1C (configuration not stated)	1	1.8	0.91	100.4	13.1	-0.1	-1.8	-1.3	-3.5	0.0
COc1ccc(NC(=O)NC(C)c2ccncc2)cc1OC (configuration not stated)	1.1	-19.6	1	96.5	-15.7	-0.2	19.6	2.2	-4.3	-7.2
COc1ccccc1-c1nnc(SCC(=O)Nc2nc(-c3ccccc3)cs2)n1C	0.9	2.9	0.9	97.0	2.1	-0.3	-2.9	1.3	-8.3	6.7
O=C(Nc1ccc(Cl)cc1C(=O)N1CCOCC1)c1ccco1	1.1	-22.0	1.06	96.9	-16.2	-0.3	22.0	-0.4	-2.0	-8.5

Continued; it opens with the six that closed the last part.
SMILES	FLuc stim CS	APP transl inh	NF-kB neuron act	STAT1 activator	G6PDH CS	Hsp70 activator	APP 5'UTR act	Redox H2O2 prof	Efa HMGR inh	FLuc inhib CS
Fc1ccccc1OCCCCn1cncn1	1	-3.5	1.17	94.2	4.6	-0.4	3.5	1.5	-6.3	-4.9
COc1ccccc1-n1cc(-c2ccc(Cl)cc2)[nH]c1=O	1.1	8.8	1.15	94.3	7.6	-0.3	-8.8	-0.1	-4.9	-5.3
CC1CCCC(NC(=O)COC(=O)Cc2ccc(Br)cc2)C1C (configuration not stated)	1	1.8	0.91	100.4	13.1	-0.1	-1.8	-1.3	-3.5	0.0
COc1ccc(NC(=O)NC(C)c2ccncc2)cc1OC (configuration not stated)	1.1	-19.6	1	96.5	-15.7	-0.2	19.6	2.2	-4.3	-7.2
COc1ccccc1-c1nnc(SCC(=O)Nc2nc(-c3ccccc3)cs2)n1C	0.9	2.9	0.9	97.0	2.1	-0.3	-2.9	1.3	-8.3	6.7
O=C(Nc1ccc(Cl)cc1C(=O)N1CCOCC1)c1ccco1	1.1	-22.0	1.06	96.9	-16.2	-0.3	22.0	-0.4	-2.0	-8.5
CSc1nnnn1-c1ccc(C(=O)OCC(=O)N2CCOCC2)cc1	1	8.9	1.03	90.6	5.7	-0.1	-8.9	-0.3	-0.4	2.2
Cc1cccc(NC(=O)CN(C)S(=O)(=O)c2ccccc2)n1	1.1	1.4	1.21	100.0	9.7	-0.1	-1.4	-0.5	-2.1	-5.7
CCOC(=O)C1(CCCc2ccccc2)CCN(C(=O)c2cncs2)CC1	1.1	15.7	0.75	100.4	6.9	-0.2	-15.7	-1.5	-1.9	-6.7
Cc1ccc(NP(=O)(c2ccc(N(C)C)cc2NC(=O)c2cccs2)N2CCOCC2)cc1Cl (configuration not stated)	1	-16.3	0.69	96.5	-57.9	-0.3	16.3	0.6	-12.9	-1.4
CCOc1ccc(-n2ccnc2SCC(=O)Nc2nnc(CC)s2)cc1	1.1	-9.4	1.08	99.3	6.1	-0.1	9.4	1.2	-1.4	-8.7
CC(=O)c1c(C(C)=O)c(C)n(-c2nc(-c3ccc(C)c(C)c3)c(C)s2)c1C	1	1.8	0.94	88.5	-9.8	-0.1	-1.8	-4.0	-6.1	-4.0
O=C(N/N=C/c1ccc(Cl)cc1Cl)C(=O)NC1CC1	1	-0.8	1.13	105.0	12.5	-0.2	0.8	-2.3	-5.2	0.1
Cc1cccc(Sc2nc(-c3ccccc3)ccc2C#N)c1	1	-4.1	1.29	98.7	0.5	-0.1	4.1	-6.9	1.2	-1.4
COC(=O)c1cc(C(=O)Nc2cc(C)ccn2)cc([N+](=O)[O-])c1	1	-2.8	0.83	109.8	6.5	-0.3	2.8	0.0	3.1	-3.1
O=C(CSc1nnc(-c2cccs2)n1-c1ccccc1)N1CCCc2ccccc21	1.1	x	1.25	106.0	6.2	-0.6	x	4.2	-3.7	-9.4
CCOC(=O)C1(CC2CC2)CCN(S(=O)(=O)C[C@]23CC[C@H](CC2=O)C3(C)C)CC1	1.1	-13.9	1.04	99.8	13.2	0.1	13.8	0.5	-5.4	-7.2
O=C(Nc1ccc(S(=O)(=O)N2CCOCC2)cc1)C1COc2ccccc2O1 (configuration not stated)	1.1	22.0	1.04	106.7	3.1	-0.3	-22.0	-1.1	-4.4	-8.1
COc1cc(CNc2ccc3[nH]c(=O)[nH]c3c2)ccc1OCC(=O)NC(C)(C)C	1.1	-1.6	0.34	104.6	14.0	-0.3	1.6	-0.1	-1.1	-5.0
CN1CC(=O)N(CC(=O)NCc2ccc(F)cc2)c2ccccc2C1=O	1	-3.9	1.23	95.8	7.3	-0.4	3.9	3.4	-11.8	-2.9
CCN(CC)CC#CC(O)(c1ccccc1)c1ccccc1	1	49.4*	1.19	109.2	13.4	-0.1	-49.4	0.2	0.3	-3.4
Cc1cccc(N2CCN(C(=O)N3CCOCC3)CC2)c1C	1	4.3	1.6	96.9	3.8	0.0	-4.3	-0.2	3.2	-3.7
CCN1CCCC1CNC(=O)Cn1cccc1C(=O)c1ccccc1C (configuration not stated)	1	-3.0	1.15	97.7	5.8	0.5	3.0	-1.2	4.3	-3.1
O=C(Nc1ncc2c(n1)-c1ccccc1CC2)c1ccccc1	1	-12.8	1	106.0	5.7	-0.1	12.8	-5.5	-1.2	1.3
COc1ccc(-n2cc(CNCC3CCOCC3)c(-c3cccc(F)c3)n2)cc1	1.1	-39.8	0.84	99.9	6.5	0.2	39.8	-1.6	-6.8	-5.9
CC(C)(C)NCC(O)COc1ccccc1C(=O)CCc1ccccc1 (configuration not stated)	1.1	0.4	0.67	94.2	0.3	-0.1	-0.4	0.0	0.1	-6.6
Cc1onc(-c2ccccc2)c1C(=O)NCC1CCCO1 (configuration not stated)	1	-1.8	1.14	100.3	-0.2	-0.1	1.8	-0.2	-4.6	-3.0
CC1CCc2sc(C(=O)NN)cc2C1 (configuration not stated)	1	5.7	1.17	104.8	1.5	-0.1	-5.7	-0.1	0.4	1.2
COC(=O)c1c[nH]c(=O)c2ccccc12	1	-0.9	1.18	96.8	13.9	0.2	0.9	-1.0	2.4	-4.3
CC1CCN(C(=O)CSc2nnc(-c3ccco3)o2)CC1	1	-3.5	1.4	100.9	0.9	-0.2	3.5	-0.1	-7.0	-1.4
CCOC(=O)c1c(/N=C/C2=C(O)CC(C)(C)CC2=O)sc(C)c1C	1.1	18.8	1.28	90.5	-5.1	0.1	-18.8	-0.3	3.4	-7.0
Cc1cc(NC(=O)CSc2nc3cc(Cl)ccc3s2)no1	1.1	0.1	1.31	96.4	0.8	-0.4	-0.1	-1.3	-3.7	-7.3
Cc1cc(C(=O)NCc2ccco2)no1	1.1	1.5	1.19	95.5	5.6	-0.3	-1.5	-0.1	-2.3	-6.3
Cc1ccc2nc(NCCC(=O)O)nc(-c3ccccc3)c2c1	1	5.5	0.99	99.1	6.5	0.2	-5.5	-1.1	-6.8	-2.5

Shown as a hit in STAT1 activator (from the list above):
Compound	APP transl inh	NF-kB neuron act	STAT1 activator	Hsp70 activator	APP 5'UTR act	Redox H2O2 prof	Efa HMGR inh
O=C(C1COc2ccccc2O1)N1CCc2ccccc21 (configuration not stated)	-50.4	1.88	130.9*	0.0	50.4	1.6	-0.1
COc1ccc(/C(O)=C2/C(=O)C(=O)N(CCN3CCOCC3)C2c2ccccn2)cc1 (configuration not stated)	16.3	1.31	142.8*	0.4	-16.3	0.4	-3.4
